ZTA DNA inh – blocks Epstein-Barr virus ZTA, an EBNA-1 counter-screen. P03206. 320,000 tested, 0.15% active. ZTA-DNA binding, fluorescence polarization. inhibition, % at 11 µM; in the data active means inhibition above about 33%
Target sequence (P03206 whole entry, looked up): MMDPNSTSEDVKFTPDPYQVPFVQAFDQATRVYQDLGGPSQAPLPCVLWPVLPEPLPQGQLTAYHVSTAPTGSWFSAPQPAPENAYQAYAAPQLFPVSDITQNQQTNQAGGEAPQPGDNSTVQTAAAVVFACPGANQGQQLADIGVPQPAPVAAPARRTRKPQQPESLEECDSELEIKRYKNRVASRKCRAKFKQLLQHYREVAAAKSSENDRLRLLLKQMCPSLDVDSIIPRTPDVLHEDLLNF
PP1 inh – counter-screen for PP5 inhibitors: inhibitors of human PP1-alpha; purified PP1alpha, OMFP fluorescence; AID 2235; inhibition, % at 6.7 µM; 320,000 tested, 0.9% active;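 active means inhibition above the mean inhibition of all tested compounds plus 3 SD, computed separately for each screening campaign, cut at about 15% in these data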
HCV core dimer – HCV core protein dimerization inhibition; inhibition, % at 5 µM; 300,000 tested, 0.33% active; TR-FRET GST/Flag-core106 dimerization, 1536-well; AID 1899;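 active means inhibition above the mean of all tested compounds plus 3 SD, set per screening campaign, cut at about 45% in these data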
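assay system = GST-tagged and Flag-tagged HCV core protein residues 1-106 | controls = unlabelled core106 and no-GST-core106 wells | incubation = compound-protein-antibody incubation 4 h at 22.5 °C | probe or stimulus = Eu donor and XL665 acceptor anti-tag antibodies | read-out = % inhibition based on acceptor/donor emission ratio | signal = TR-FRET 671 and 617 nm emission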
PP5 primary – blocks human protein phosphatase 5 activity. P53041. purified PP5c, OMFP substrate fluorescence. inhibition, % at 6.7 µM. 320,000 tested, 0.18% active. AID 1987;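 active means inhibition above the campaign's mean inhibition across all tested compounds plus 3 SD, cut at about 9.5% in these data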;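 further: 0% = DMSO only and 100% = 100 µM cantharidin control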
Target sequence (P53041 whole entry, looked up): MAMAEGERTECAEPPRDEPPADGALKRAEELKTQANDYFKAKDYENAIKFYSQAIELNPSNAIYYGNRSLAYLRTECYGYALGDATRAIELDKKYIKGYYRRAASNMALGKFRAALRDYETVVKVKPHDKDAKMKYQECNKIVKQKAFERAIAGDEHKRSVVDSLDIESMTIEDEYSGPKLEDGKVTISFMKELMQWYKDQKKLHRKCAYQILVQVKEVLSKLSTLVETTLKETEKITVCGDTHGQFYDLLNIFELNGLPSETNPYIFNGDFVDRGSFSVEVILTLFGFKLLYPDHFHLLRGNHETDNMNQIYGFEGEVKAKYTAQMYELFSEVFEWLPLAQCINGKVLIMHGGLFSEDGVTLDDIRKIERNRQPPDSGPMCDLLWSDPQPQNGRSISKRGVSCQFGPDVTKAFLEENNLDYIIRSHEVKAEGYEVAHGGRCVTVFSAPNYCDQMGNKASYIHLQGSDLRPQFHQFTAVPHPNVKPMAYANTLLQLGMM
CTSL1 counter – counter-screen for PFM18AAP inhibitors: inhibitors of F. hepatica cathepsin L1; recombinant F. hepatica cathepsin L1, Z-Leu-Arg-MCA fluorescence; inhibition, % at 5.96 µM; 300,000 tested, 0.49% active;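 active means inhibition above the mean of all tested compounds plus 3 SD, set per screening campaign, cut at about 17% in these data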;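 further: 0% = plate median of test compound wells and 100% = 1 µM Z-Phe-Ala-diazomethylketone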
Efflux pump inh – antifungal efflux pump inhibition, Nile Red retention; inhibition, % at 10 µM; 330,000 tested, 0.44% active; S. cerevisiae Candida pump triplex;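 active means plate passing quality check with inhibition over a set limit, or well fluorescence over plate mean plus 4 SD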;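 further: Nile Red retained in pooled yeast measured as flow cytometry median fluorescence; 0% = buffer negative control and 100% = Enniatin B positive control; higher means more Nile Red kept so more efflux inhibition; some compounds called inactive have numbers as strong as hits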
EBNA-1 inhibitor – blocks EBNA-1 binding to DNA; EBNA-1 DNA binding, fluorescence polarization; 300,000 tested, 0.34% active; AID 1950; inhibition, % at 14.8 µM; in the data active means inhibition above about 28%
PREPL inh – human PREPL enzyme inhibition | inhibition, % at 5.96 µM | AID 2751 | 320,000 tested, 0.68% active | recombinant PREPL, fluorescence polarization activity-based probe | Q4J6C6; in the data active means inhibition above about 43%;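 further: 0% = enzyme with DMSO and 100% = wells lacking enzyme; many of its hits are not listed in these tables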
TPT1 inh – C. albicans TPT1 enzyme inhibition; inhibition, % at 5 µM; recombinant caTPT1, FP RNA substrate dephosphorylation; AID 1962; 300,000 tested, 0.81% active;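 active means inhibition above the mean of all tested compounds plus 3 SD, set per screening campaign, cut at about 24% in these data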;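 further: plate controls were DMSO alone for no effect and ferristatin control at 100 nM for full effect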
Numbers without * were called inactive; nt = no result given.

Every second line gives: ZTA DNA inh, PP1 inh, HCV core dimer, PP5 primary, CTSL1 counter, Efflux pump inh, EBNA-1 inhibitor, PREPL inh, TPT1 inh
#1 CCN(CC)CC(=O)NN=C(c1ccccc1)c1ccccc1
  2, 0, 0, 0.1, 0, 0.2, 7, 4, -6
#2 COc1ccc(C(=O)Nc2nc(-c3ccc([N+](=O)[O-])cc3)c(-c3ccc(OC)cc3)s2)cc1
  -9, -8, -3, 0.7, -4, 0.0, -9, -7, 2
#3 Cc1nn(Cc2ccccc2)c(C)c1NC(=O)c1cc(-c2ccc3c(c2)OCO3)on1
  -13, -1, 9, 0.3, -1, -0.3, 42*, 3, 4
#4 Cc1c(C=O)c2ccccc2n1CCOc1ccccc1F
  -12, 2, 5, 0.1, 1, 0.0, 15, -17, 0
#5 CN(CC(=O)Nc1ccccc1C(=O)N1CCCC1)S(=O)(=O)c1ccc(Br)cc1
  -10, -4, 0, -0.7, 4, 0.1, 11, 3, 2
#6 CC1CN(C(C)C(=O)NC(c2ccccc2)c2ccccc2)CC(C)O1 (stereo not drawn)
  3, 0, -6, 2.9, 0, 0.1, -11, 5, 0
#7 O=C(CCCC(=O)N(c1ccc2c(c1)OCCO2)C(C(=O)NC1CCCCC1)c1ccc(Cl)cc1)Nc1ccccn1 (stereo not drawn)
  -2, 7, 8, 0.3, 0, 0.0, 8, 3, -1
#8 COc1ccc(-c2cn(Cc3ccc(C(N)=O)cc3)c(-c3ccncc3)n2)cc1
  0, 2, -9, 2.5, 0, -0.1, -7, 13, -2
#9 CC1CN(C(=O)Cn2cnc3c2c(=O)n(C)c(=O)n3C)CC(C)O1 (stereo not drawn)
  -1, -5, 7, 1.1, -2, 0.0, -3, -6, 3
#10 Cc1ccc(NC(=O)CSc2nnnn2C2CCCC2)cc1S(=O)(=O)N1CCOCC1
  -15, 5, nt, 4.8, nt, 0.1, nt, 4, nt
#11 CCOC(=O)N1CCC(NC(=O)C2CCN(c3nc(-c4ccc(OC)cc4)no3)CC2)CC1
  -24, -2, 3, 0.1, 0, 0.0, -1, 3, -3
#12 COc1ccc(-n2c(C)cc(C(=O)Cn3nnc4ccccc4c3=O)c2C)cc1
  6, -14, 5, 1.3, 6, -0.1, -6, -2, 0
#13 CC(=O)NC(CC(=O)OCC(=O)c1ccc(NC(=O)CC(C)C)cc1)c1ccccc1 (stereo not drawn)
  3, -1, nt, -0.4, nt, -0.1, nt, 2, nt
#14 COc1ccc(CNC2CC(C)N(C)CC2C)cc1OC (stereo not drawn)
  3, -1, -3, 3.5, -1, -0.1, 7, -7, 3
#15 CCCCCCc1cc2cc(C(=O)Nc3cccc(OC)c3)c(=O)oc2cc1O
  -7, -2, 1, 0.5, 1, 0.0, -2, 4, 3

Structural class: the entries above containing sulfur
Every second line gives: ZTA DNA inh, PP1 inh, HCV core dimer, PP5 primary, CTSL1 counter, Efflux pump inh, EBNA-1 inhibitor, PREPL inh, TPT1 inh
#2 COc1ccc(C(=O)Nc2nc(-c3ccc([N+](=O)[O-])cc3)c(-c3ccc(OC)cc3)s2)cc1
  -9, -8, -3, 0.7, -4, 0.0, -9, -7, 2
#5 CN(CC(=O)Nc1ccccc1C(=O)N1CCCC1)S(=O)(=O)c1ccc(Br)cc1
  -10, -4, 0, -0.7, 4, 0.1, 11, 3, 2
#10 Cc1ccc(NC(=O)CSc2nnnn2C2CCCC2)cc1S(=O)(=O)N1CCOCC1
  -15, 5, nt, 4.8, nt, 0.1, nt, 4, nt

Next part:
Every second line gives: ZTA DNA inh, PP1 inh, HCV core dimer, PP5 primary, CTSL1 counter, Efflux pump inh, EBNA-1 inhibitor, PREPL inh, TPT1 inh
#16 Cc1ccc(S(=O)(=O)N2CCOCC2)cc1NC(=O)COC(=O)CCOc1ccc(C(C)(C)C)cc1
  4, 0, 1, 4.7, 0, 0.0, 5, 1, 0
#17 O=C(NCc1cccnc1)C12CC3CC(CC(C3)C1)C2
  4, -5, 1, -0.4, -4, 0.1, -4, -1, 1
#18 COc1cc(S(=O)(=O)Nc2ncn[nH]2)ccc1Cl
  -11, 0, 0, -1.9, 0, 0.1, -13, 13, 1
#19 CCCC1CCC(C2=N/C(=C\c3ccc(OC)c(OC)c3)C(=O)O2)CC1 (stereo not drawn)
  13, -1, 3, 0.0, 3, 0.0, 8, 3, -2
#20 O=C(CN1C(=O)S/C(=C/c2cccs2)C1=O)N1CCCC1
  -9, -1, nt, 2.2, nt, 0.1, nt, 6, nt
#21 CC1C2=C(CC(C)(C)CC2=O)NC2=C1C(=O)CC(C)(C)C2
  -13, 3, 0, -0.8, 7, 0.0, -1, -2, -1
#22 O=C(NC1CCCCC1)N1CCCC(c2nc(-c3ccc(S(=O)(=O)N4CCCC4)cc3)no2)C1 (stereo not drawn)
  -10, -1, 3, 0.2, 0, 1.1, -6, 8, -1
#23 Cc1cccc(Nc2nc(N)nc(CN3CCN(Cc4ccc5c(c4)OCO5)CC3)n2)c1
  -20, -3, -2, 1.2, -1, -0.1, 3, 14, -2
#24 CC(CC(=O)Nc1ccc2c(c1)OCO2)c1ccccc1 (stereo not drawn)
  -8, 4, 16, -2.1, 3, -0.3, 4, 3, -4
#25 CC1CC(C(=O)Nc2ccccc2)C(=O)O1 (stereo not drawn)
  3, -1, -7, 0.3, -2, -0.3, 7, 5, -6
#26 Cn1ncc(C#N)c1/N=C/N1CCCC1
  -4, 1, -3, 0.3, -2, 0.1, 6, -5, -3
#27 COC(=O)c1[nH]c2ccccc2c1NC(=O)C(C)N1CCN(C(=O)c2ccco2)CC1 (stereo not drawn)
  1, -6, 0, -0.7, -5, 0.0, -19, 5, 3
#28 Cc1cc(C(=O)NC2Cc3ccccc3C2)c(C)o1
  -1, -1, -1, 0.7, -3, 0.0, 4, 13, -1
#29 O=[N+]([O-])c1nn(-c2ccccc2)[n+]([O-])c1N1CCN(c2ccccc2F)CC1
  -4, -4, 9, 2.5, -6, 0.0, 12, 11, -4
#30 CCOC(=O)CN1C(=O)S/C(=C/c2ccco2)C1=O
  5, -2, 6, 0.2, 3, -0.2, 6, -9, -4
#31 Cc1cc(C)c(-c2cc(NC(=O)CSc3nncn3C)n(-c3ccccc3)n2)cc1C
  16, -1, 2, 1.5, 1, 0.1, -3, -2, 0
#32 COc1ccc(/C=C2/Sc3ccc(C(=O)NCCN4CCCCCC4)cc3NC2=O)cc1
  7, 11, -20, 4.2, 0, 0.3, -16, 32, -2
#33 Cc1ccc(CNC(=O)CCn2ccc3cc(S(=O)(=O)N4CCCC4)ccc32)cc1
  0, -1, -7, 2.1, -2, -0.4, -7, 0, -2
#34 C/C(CC(=O)Nc1cccc(C(F)(F)F)c1)=N\NC(=O)C1CCCCC1
  -1, 8, 3, 0.9, -2, -0.3, 4, -3, -3
#35 CCOc1ccccc1C(=O)NC1CCN(Cc2ccccc2)CC1
  -15, -1, 0, -0.7, 2, 0.0, -16, 1, 3
#36 COCCNC(=O)CN(C(=O)CCC(=O)Nc1nccs1)c1ccccc1OC
  13, -2, -1, -0.4, -1, 0.1, 3, 5, 1
#37 CN(CC(=O)Nc1ccc(OC(F)(F)F)cc1)C(=O)c1ccc(N2CCCC2=O)cc1
  19, 1, nt, 2.4, nt, 0.1, nt, 3, nt
#38 CCn1c(N2CCN(C(=O)NC3CCCCC3)CC2)nc2ccccc21
  4, -3, -2, 0.1, -4, 0.2, 10, -1, 0
#39 COc1ccccc1-c1nc(SCC(=O)Nc2cc(C)on2)c2c(=O)n(C)c(=O)n(C)c2n1
  -12, -5, -1, -0.2, 2, -0.4, 0, 9, -2
#40 OC(CNCCc1ccc(Cl)cc1)COCc1ccco1 (stereo not drawn)
  3, -3, -10, 1.4, 1, 0.0, 0, 7, -1
#41 COc1cccc(-c2cc(C(=O)Nc3ccc(OC)c(OC)c3)no2)c1
  16, -4, 1, 1.9, 3, -0.1, 4, 7, 1
#42 COc1cc(-c2csc(N3CCOCC3)n2)cc(OC)c1OC
  -5, 0, -1, 0.2, 4, 0.0, 3, 1, -2
#43 COc1ccc(NC(=O)NNC(=O)COc2ccc([N+](=O)[O-])c(C)c2)cc1OC
  10, 6, 1, 0.3, -3, 0.0, -9, 5, -1
#44 Cn1cnnc1SCC(=O)Nc1ccc2ccccc2c1
  -16, 5, nt, 4.6, nt, 0.0, nt, 10, nt
#45 O=C(Nc1ccc2c(c1)OCO2)N1CCN(c2ncc(C(F)(F)F)cc2Cl)CC1
  -11, 1, -2, -0.6, 2, 0.1, 2, 9, -6
#46 COc1ccc(Cl)cc1NS(=O)(=O)c1ccc(OC)c(OC)c1
  -6, 1, -7, 5.1, 0, 0.1, -5, -3, 2
#47 COc1ccccc1C(=O)Nc1ccc2c(c1)CN(Cc1cnc(C)s1)CC2
  0, -1, -3, -1.5, 0, 0.0, 1, 12, 5
#48 COC(=O)c1ccc(S(=O)(=O)N2CCC(C(N)=O)CC2)n1C
  -19, -10, 6, -0.8, 1, -0.1, 3, -1, -1
#49 O=C(N/N=C/c1cccnc1)c1cc(-c2ccc(Cl)cc2)nc2ccccc12
  -12, -2, -4, 3.6, -4, -0.1, -1, -14, -6
#50 Cc1ccc(C(C(=O)NC2CCCCC2)N(Cc2cccnc2)C(=O)C2COc3ccccc3O2)o1 (stereo not drawn)
  -7, -2, 7, 0.8, 5, -0.2, 1, 3, 2
#51 Nc1ncn(C(=O)c2ccco2)n1
  -10, -2, -1, -2.4, -5, 0.2, -1, -2, -3
#52 Cc1cccc(NC(=O)C2CCCN(S(=O)(=O)c3ccc4[nH]c(=O)ccc4c3)C2)n1 (stereo not drawn)
  -15, 1, -4, -0.4, -1, 0.0, -4, -9, -2
#53 CC(OC(=O)CCCN=C1NS(=O)(=O)c2ccccc21)C(=O)Nc1ccccc1F (stereo not drawn)
  -13, -5, -4, 1.6, -17, -0.2, 0, 2, -1
#54 CN1CCC23c4ccccc4NC1C21CCN(C)C3Nc2ccccc21
  -6, -7, -3, 2.0, -5, 0.0, 5, 9, -3
#55 O=C(O)Cc1ccccc1C(=O)O
  -3, 3, -1, 3.3, 1, 0.2, -13, 3, -2

As a short view, some entries already given.
Every second line gives: ZTA DNA inh, PP1 inh, HCV core dimer, PP5 primary, CTSL1 counter, Efflux pump inh, EBNA-1 inhibitor, PREPL inh, TPT1 inh
#51 Nc1ncn(C(=O)c2ccco2)n1
  -10, -2, -1, -2.4, -5, 0.2, -1, -2, -3
#52 Cc1cccc(NC(=O)C2CCCN(S(=O)(=O)c3ccc4[nH]c(=O)ccc4c3)C2)n1 (stereo not drawn)
  -15, 1, -4, -0.4, -1, 0.0, -4, -9, -2
#53 CC(OC(=O)CCCN=C1NS(=O)(=O)c2ccccc21)C(=O)Nc1ccccc1F (stereo not drawn)
  -13, -5, -4, 1.6, -17, -0.2, 0, 2, -1
#54 CN1CCC23c4ccccc4NC1C21CCN(C)C3Nc2ccccc21
  -6, -7, -3, 2.0, -5, 0.0, 5, 9, -3
#55 O=C(O)Cc1ccccc1C(=O)O
  -3, 3, -1, 3.3, 1, 0.2, -13, 3, -2

This is a subset, so the mix of outcomes need not match the whole.
